# MITF TRPM1 inh: inhibitors of MITF-driven TRPM1 promoter in melanoma cells; SK-MEL-5 TRPM1 promoter luciferase, 24 h; inhibition, % at 12.5 µM; 0.83% of 330,000 active; AID 488899;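 active means mean inhibition across replicates of 60% or more, whatever share of single replicates reaches that level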; further: values of inactives mirror those of a sister screen read the other way
# PDI inh: inhibitors of human protein disulfide isomerase; P07237; PDI insulin aggregation turbidity, A650, 90 min; inhibition, % at 10 µM; 0.052% of 350,000 active;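 active means mean inhibition across replicates of 30% or more, whatever share of single replicates reach that level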;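 further: absorbance from insulin aggregation driven by PDI reduction with DTT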
# Target sequence (P07237 whole entry, looked up): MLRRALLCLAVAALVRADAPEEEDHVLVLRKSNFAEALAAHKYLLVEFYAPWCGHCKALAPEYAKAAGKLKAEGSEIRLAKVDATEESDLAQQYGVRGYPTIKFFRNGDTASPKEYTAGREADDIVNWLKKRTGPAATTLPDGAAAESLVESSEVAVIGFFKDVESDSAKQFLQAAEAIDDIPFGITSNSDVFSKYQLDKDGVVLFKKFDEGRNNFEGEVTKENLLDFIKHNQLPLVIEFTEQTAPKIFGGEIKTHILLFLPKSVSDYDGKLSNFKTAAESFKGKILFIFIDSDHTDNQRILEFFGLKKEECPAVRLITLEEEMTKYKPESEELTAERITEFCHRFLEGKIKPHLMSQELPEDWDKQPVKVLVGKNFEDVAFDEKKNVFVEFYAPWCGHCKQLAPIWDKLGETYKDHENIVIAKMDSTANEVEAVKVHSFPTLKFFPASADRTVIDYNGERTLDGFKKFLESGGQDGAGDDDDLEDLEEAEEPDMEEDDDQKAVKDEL
# CaV13 FRET inh: Disruptors of the CACNA1D IQ motif to Ca2+-dependent inactivation inhibitor domain association, primary screening, Förster resonance energy transfer in intact living …; inhibition, % at 12.3 µM; 0.098% of 340,000 active; HEK cells, CFP/YFP FRET ICDI-IQ, plate reader, 10 min; percent FRET-ratio fall versus neutral wells;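 active means mean replicate inhibition of at least 30% and at least 1% of replicates passing that level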;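 further: 0% = median of the neutral control wells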
# HIF-2a block: HIF-2a inhibition; 786-0 RCC cells HIF-2a reporter, luciferase luminescence, overnight; AID 624352; 0.72% of 360,000 active; inhibition, % at 18.8 µM;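 active means inhibition of the luminescence signal of 40% or more relative to plate controls, in a single-dose primary screen at 18.75 µM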
# NR2E3 ag-1: NR2E3 (human) agonism. Q9Y5X4. GST-NR2E3/biotin-RetCOR TR-FRET, 1536-well. inhibition of corepressor binding, % at 4.78 µM. 0.12% of 320,000 active. AID 2300;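 active means percent inhibition above the cutoff of mean plus 3 SD of all tested compounds, set per screening campaign, cut at about 20% in these data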;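 further: 0% = DMSO wells and 100% = biotin wells as full block of FRET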
#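 Test system – NR2E3–RetCOR corepressor complex · Quantity – NR2E3 fusion 1.35 nM · Buffer or medium – Tris pH 7.5 · Incubation – Compound–protein incubation for 5 h at 4 °C · Technique – TR-FRET, Eu(K)-anti-GST donor, streptavidin-D2 acceptor, ex 340, em 617/671 nm · Evaluation – percent inhibition of 671/617 nm emission ratio versus biotin and DMSO controls · Plate – 1536-well format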
# NR2E3 ag-2: activates human NR2E3 receptor; CHO-S Gal4-NCOR/VP16-NR2E3 two-hybrid, luciferase; inhibition of corepressor binding, % at 3.98 µM; Q9Y5X4; AID 602229; 0.35% of 360,000 active;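 active means inhibition above the mean of all tested compounds plus 3 SD, cut at about 70% in these data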;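 further: 0% = DMSO with NR2E3 transfected cells and 100% = cells lacking NR2E3 construct; higher means lower luciferase signal from less NR2E3 corepressor binding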
# iPSC survival up: hiPSC single-cell survival enhancement; AID 602274; ATPlite luminescence; 100% = ROCK inhibitor wells, 0% = DMSO; survival enhancement, % at 20 µM; 0.044% of 360,000 active; in the data active means survival enhancement above about 18%;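 further: cells exposed to compounds for 16 hours before the ATP read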
# Cardio protect: myocardial damage modulation in H9c2 cells; H9c2 cardiomyocytes, H2O2 injury protection, ATPLite, 2 h; protection from H2O2 cell death, % at 20 µM; 0.63% of 360,000 active;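 active means compounds giving at least 50% protection of heart cells from peroxide-induced death in the single-dose screen, raw or plate-pattern-corrected value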;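 further: 0% = DMSO wells with peroxide and 100% = DMSO wells without peroxide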
# Shn3 inh set2: inhibitors of Schnurri-3 3'UTR reporter in osteoblasts | Clone20 osteoblast Shn3 3'UTR firefly luciferase, 24 h | inhibition, % at 12.5 µM | 0.52% of 360,000 active | AID 588674;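 active means mean inhibition of at least 75% with every replicate also reaching 75%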;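 further: 0% = median of neutral control wells and 100% = pilot-screen positive control compound; some compounds past the cut are filed as inactive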
# m5-HT2A agonist: agonists of mouse serotonin 5-HT2A receptor (HTR2A) | P35363 | CHO-K1 mHTR2A beta-arrestin complementation, luminescence; percent of 30 µM serotonin response | activation, % at 7.6 µM | 0.66% of 360,000 active | AID 624169;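 active means activation above a run cutoff, the mean activation of all tested compounds plus 3 SD, cut at about 14% in these data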;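 further: 0% = plate median of compound wells and 100% = 30 µM serotonin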
# Peg3 prom inh: Peg3 promoter activity inhibition; inhibition, % at 20 µM; 1.7% of 360,000 active; HeLa PEG-Prom luciferase reporter, luminescence, overnight;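 active means inhibition of at least 50% at 20 µM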
# The depositor's hits bear a star; / = no result given.
Molecule,MITF TRPM1 inh,PDI inh,CaV13 FRET inh,HIF-2a block,NR2E3 ag-1,NR2E3 ag-2,iPSC survival up,Cardio protect,Shn3 inh set2,m5-HT2A agonist,Peg3 prom inh
CCN(CC)c1nc(-c2ccccc2)nc2c1sc(=S)n2CC,16,-7,-2,14,5,-26,0.2,-9,-6,-1,18
Cc1nccn1CCOc1ccccc1Cl,-3,1,-4,13,/,2,0.1,0,-13,-9,6
c1cncc(N=c2scc(-c3cccc4ccccc34)n2CCCn2ccnc2)c1,4,-5,-3,14,-3,-25,0.8,7,-7,-2,16
N#Cc1c(NC(=O)C2CCCO2)sc2c1CCCCCC2 (stereo not drawn),-9,2,-8,-60,3,-30,-1.5,4,-21,-1,-68
COc1ccc(C2c3cc(OC)c(OC)cc3CCN2S(C)(=O)=O)cc1OC (stereo not drawn),-4,-7,-5,9,/,19,3.1,0,30,7,4
N#CCCN(Cc1cccnc1)C(=O)Nc1ccccc1,-1,4,-6,10,-2,0,-0.1,3,-5,2,15
CNC(=O)COC(=O)c1cccc(S(=O)(=O)N2CCN(c3ccc(F)cc3)CC2)c1,4,-5,-3,14,1,-31,-0.3,-1,9,2,-9
COc1cc(OC)c2c3c(c(C4CCCCC4)nc2c1)CCCC3,21,-5,-8,0,/,-4,0.5,1,1,-1,11
CCOC1=C2[C@H](c3cccc(Cl)c3)N(S(=O)(=O)c3ccc(C)cc3)C[C@H]2n2c(=O)n(-c3ccccc3)c(=O)n2C1,/,/,-6,-4,/,6,-1.0,-1,-40,5,8
CCOc1ccccc1NC(=S)N1C2CCC1CC(NC(=O)NC13CC4CC(CC(C4)C1)C3)C2 (stereo not drawn),-4,1,-8,14,1,-5,2.8,2,-3,1,15
CCc1ccc(C(O)c2ncc(-c3ccc(Cl)cc3)[nH]2)cc1 (stereo not drawn),/,5,-7,-52,/,-18,-1.3,-27,10,-1,-18
Cc1cccc(NC(=O)Nc2cccc(C)n2)n1,-36,0,/,-123,0,3,-3.3,-5,-41,4,-130
O=C(NC(=S)N1CCN(c2ccc(Cl)cc2[N+](=O)[O-])CC1)c1cccs1,-10,1,/,14,2,9,-0.6,16,2,-8,14
CCN(C(=O)c1cccc(S(=O)(=O)N(C)C)c1)C12CC3CC(CC(C3)C1)C2,-1,-4,-4,16,2,8,-0.4,-14,20,10,-9
Cc1ccc(C(=O)C2=C(O)C(=O)N(Cc3ccco3)C2c2ccc(N(C)C)cc2)o1 (stereo not drawn),6,0,/,10,10,-22,-0.3,-4,12,13,3
CC1(C)Cc2nc3oc4c(=S)nc[nH]c4c3cc2CO1,-35,7,-5,-84,4,-53,0.0,2,-2,2,-43
CCOC(=O)c1c2c([nH]c(=S)c1C#N)CCCC2,9,9,5,22,-1,-16,0.3,-3,9,1,19
Cc1ncc2c(n1)NC(=O)NC2,11,-6,-15,11,/,-3,-0.3,9,-10,4,15
COc1ccc(C(=O)C2CCCN(C(=O)C3CCOCC3)C2)c(C)c1 (stereo not drawn),-4,-2,-6,-3,1,-9,2.8,5,1,-3,7
COc1ccccc1-n1cc([C@@H]2C[C@H]3CN(c4ccccc4)C(=O)[C@]34CCCN24)cn1,46,-6,-4,-54,2,37,-1.3,13,97*,-4,98*

# Eleven compounds out of the list, sorted by formula weight, smallest number first:
Molecule,MITF TRPM1 inh,PDI inh,CaV13 FRET inh,HIF-2a block,NR2E3 ag-1,NR2E3 ag-2,iPSC survival up,Cardio protect,Shn3 inh set2,m5-HT2A agonist,Peg3 prom inh
Cc1ncc2c(n1)NC(=O)NC2,11,-6,-15,11,/,-3,-0.3,9,-10,4,15
Cc1nccn1CCOc1ccccc1Cl,-3,1,-4,13,/,2,0.1,0,-13,-9,6
Cc1cccc(NC(=O)Nc2cccc(C)n2)n1,-36,0,/,-123,0,3,-3.3,-5,-41,4,-130
CCOC(=O)c1c2c([nH]c(=S)c1C#N)CCCC2,9,9,5,22,-1,-16,0.3,-3,9,1,19
CCc1ccc(C(O)c2ncc(-c3ccc(Cl)cc3)[nH]2)cc1 (stereo not drawn),/,5,-7,-52,/,-18,-1.3,-27,10,-1,-18
COc1cc(OC)c2c3c(c(C4CCCCC4)nc2c1)CCCC3,21,-5,-8,0,/,-4,0.5,1,1,-1,11
CCN(CC)c1nc(-c2ccccc2)nc2c1sc(=S)n2CC,16,-7,-2,14,5,-26,0.2,-9,-6,-1,18
CCN(C(=O)c1cccc(S(=O)(=O)N(C)C)c1)C12CC3CC(CC(C3)C1)C2,-1,-4,-4,16,2,8,-0.4,-14,20,10,-9
Cc1ccc(C(=O)C2=C(O)C(=O)N(Cc3ccco3)C2c2ccc(N(C)C)cc2)o1 (stereo not drawn),6,0,/,10,10,-22,-0.3,-4,12,13,3
c1cncc(N=c2scc(-c3cccc4ccccc34)n2CCCn2ccnc2)c1,4,-5,-3,14,-3,-25,0.8,7,-7,-2,16
CCOc1ccccc1NC(=S)N1C2CCC1CC(NC(=O)NC13CC4CC(CC(C4)C1)C3)C2 (stereo not drawn),-4,1,-8,14,1,-5,2.8,2,-3,1,15

# Returning to the listing; the two compounds before the break are reprinted first.
Molecule,MITF TRPM1 inh,PDI inh,CaV13 FRET inh,HIF-2a block,NR2E3 ag-1,NR2E3 ag-2,iPSC survival up,Cardio protect,Shn3 inh set2,m5-HT2A agonist,Peg3 prom inh
COc1ccc(C(=O)C2CCCN(C(=O)C3CCOCC3)C2)c(C)c1 (stereo not drawn),-4,-2,-6,-3,1,-9,2.8,5,1,-3,7
COc1ccccc1-n1cc([C@@H]2C[C@H]3CN(c4ccccc4)C(=O)[C@]34CCCN24)cn1,46,-6,-4,-54,2,37,-1.3,13,97*,-4,98*
CCc1ccc2[nH]c(=O)c(C(c3nnnn3Cc3ccco3)N3CCC(C)CC3)cc2c1 (stereo not drawn),0,2,-6,16,-1,-26,0.2,6,-5,-1,20
O=C1c2cccc(OCc3ccc(F)cc3)c2CCN1Cc1ccc(F)cc1,9,-7,-2,14,-3,26,-2.1,-20,76,-5,24
CC(=O)c1ccc(NC(=O)c2ccc(N3CCCC3=O)cc2)cc1,-4,-2,-5,-45,/,12,1.0,3,-30,1,-63
Oc1c(CN2CCCCC2)ccc2cccnc12,77*,-5,-9,-4,/,-23,-1.5,-8,84,5,23
